# High-throughput results: PubChem, National Center for Advancing Translational Sciences (NCATS)
# VP16 counter: VP16 counterscreen qHTS for inhibitors of ROR gamma transcriptional activity; Drosophila S2 Gal4-VP16 UAS-luciferase, luminescence, 20 h; AID 2546, 2010; Potency, µM (highest dose often 53.6 µM), inactives show at the highest dose activity, negative = inhibition, hits mostly inhibitors; actives 3.5% (n = 310,000);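 further: Gal4-VP16 expression switched on by copper sulfate through the metallothionein promoter; potency means the concentration at half of the fitted maximal effect; on the % scale 0 is the no-effect control and ±100 the full control effect; nearly all actives have a fitted effect of over 50% in size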
# FLuc modulator: qHTS profiling assay for firefly luciferase inhibitor/activator using purifed enzyme and Km concentrations of substrates (counterscreen for miR-21 project). AID 588342, 2011. Potency, µM (highest dose often 57.5 µM), without a hit: at the highest dose activity change, negative = inhibition, most hits filed as inhibitors. purified FLuc, Km substrates, luminescence inhibition. Luciferin 4-monooxygenase (Photinus pyralis), P08659. actives 6.9% (n = 360,000);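 further: potency means the concentration at half of the fitted maximal effect; plate controls were vehicle for no effect and reference inhibitor for full effect; nearly all actives have a fitted effect of over 55% in size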
#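 Purified P. pyralis luciferase (10nM final) with 10uM D-luciferin and 10uM ATP (Km levels) in 50mM Tris acetate pH 7.5, 10mM Mg acetate, 0.01% Tween-20, 0.05% BSA; qHTS 6-point titration, ~60 µM downward; luminescence read.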
# KCNH2 3.1 inh: qHTS for Inhibitors of KCHN2 3.1: Mutant qHTS | U2OS KCNH2 3.1, thallium flux FluxOr; active compounds read low | actives 0.95% (n = 340,000) | activity change, % (tested at about 1.8 µM);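 active means maximum activity change below -70%; inconclusive means maximum activity change from -70% to -50%; inactive means maximum activity change above -50%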;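 further: thallium influx rate constant from kinetic fluorescence after stimulation buffer; on the % scale 0 is the no-effect control and ±100 the full control effect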
#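 Channel expression came from 3.1 mutant virus (1.77 x 10^8 /mL) applied to suspended U2OS cells for 4 h. Flux was tracked with FluxOr dye plus Red40 quencher, and kinetic rate constants normalized to controls.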
# NPC1 promoter act: qHTS Assay for NPC1 Promoter Activators | Huh7 NPC1 promoter luciferase reporter, 24 h | Potency, µM (doses to about 9.22 µM), inactives show top-dose activation, usual class: activators | actives 2.4% (n = 320,000);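 further: potency means the concentration at half of the fitted maximal effect; % of control where 0% means no effect; nearly all actives have a fitted effect of over 60% in size; reporter is driven by a mutant NPC1 promoter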
#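 Quantitative HTS used a cell-based reporter: Huh7 cells stably bearing the NPC1 promoter upstream of luciferase were treated with compounds for 24 h, and promoter activation was read as luminescence.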
# MBNL1 CUG block: qHTS Assay for Inhibitors of MBNL1-poly(CUG) RNA binding | Muscleblind-like protein 1 (Homo sapiens), Q9NR56 | TR-FRET MBNL1-His/biotin-(CUG)12 binding, 665/545 ratio | Potency, µM (doses to about 57.5 µM), inactives show at the top dose activity change, negative = inhibition, hits mostly inhibitors | actives 0.036% (n = 280,000); active means well fitted inhibition curve with a large enough effect in the signal ratio, with a control signal flat, not every such curve was filed as active; inconclusive means small, poorly fitted or top-dose-only effect, or effect the other way, or a change in a side signal; inactive means no such curve, though single readings can be large or run the other way; the % refers to the signal ratio; further: potency means the concentration at half of the fitted maximal effect; on the % scale 0 is the no-effect control and ±100 the full control effect
# Target sequence (Q9NR56 whole entry, looked up): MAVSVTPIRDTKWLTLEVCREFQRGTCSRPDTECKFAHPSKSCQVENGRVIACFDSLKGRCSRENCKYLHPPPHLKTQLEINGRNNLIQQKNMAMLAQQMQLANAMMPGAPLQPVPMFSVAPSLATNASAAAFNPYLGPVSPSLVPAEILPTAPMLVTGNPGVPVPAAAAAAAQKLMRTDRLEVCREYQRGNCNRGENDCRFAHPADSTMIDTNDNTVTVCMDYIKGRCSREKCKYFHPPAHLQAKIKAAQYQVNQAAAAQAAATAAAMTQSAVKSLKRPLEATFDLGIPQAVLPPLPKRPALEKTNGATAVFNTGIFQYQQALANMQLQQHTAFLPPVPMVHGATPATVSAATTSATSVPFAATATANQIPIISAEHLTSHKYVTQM
#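 Compounds (final 92 nM to 58 uM) are added to His-tagged MBNL1 and biotin-(CUG)12, then terbium anti-His antibody and streptavidin-XL665 (5 nM final). After 60 min at room temperature, the 665/545 nm ratio is read.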
# Menin MLL FP TR: qHTS Assay for Inhibitors Targeting the Menin-MLL Interaction in MLL Related Leukemias: Competition With Texas Red Labeled MLL-derived Mutant Peptide. Menin + Texas Red MLL mutant peptide, fluorescence polarization. actives 0.23% (n = 270,000). Potency, µM (titrated, usually from 61.6 µM), without a hit: at the highest dose FP activity change, negative = inhibition, actives largely listed as inhibitors. O00255; active means well fitted inhibition curve with a large enough effect in the polarisation, with a control signal flat, not every such curve was filed as active; inconclusive means small, poorly fitted or top-dose-only effect, or effect the other way, or a change in a side signal; inactive means no such curve, though single readings can be large or run the other way; the % refers to the polarisation; further: potency means the concentration at half of the fitted maximal effect; % of control where 0% means no effect; many of its hits are not listed in these tables
# Target sequence (O00255 whole entry, looked up): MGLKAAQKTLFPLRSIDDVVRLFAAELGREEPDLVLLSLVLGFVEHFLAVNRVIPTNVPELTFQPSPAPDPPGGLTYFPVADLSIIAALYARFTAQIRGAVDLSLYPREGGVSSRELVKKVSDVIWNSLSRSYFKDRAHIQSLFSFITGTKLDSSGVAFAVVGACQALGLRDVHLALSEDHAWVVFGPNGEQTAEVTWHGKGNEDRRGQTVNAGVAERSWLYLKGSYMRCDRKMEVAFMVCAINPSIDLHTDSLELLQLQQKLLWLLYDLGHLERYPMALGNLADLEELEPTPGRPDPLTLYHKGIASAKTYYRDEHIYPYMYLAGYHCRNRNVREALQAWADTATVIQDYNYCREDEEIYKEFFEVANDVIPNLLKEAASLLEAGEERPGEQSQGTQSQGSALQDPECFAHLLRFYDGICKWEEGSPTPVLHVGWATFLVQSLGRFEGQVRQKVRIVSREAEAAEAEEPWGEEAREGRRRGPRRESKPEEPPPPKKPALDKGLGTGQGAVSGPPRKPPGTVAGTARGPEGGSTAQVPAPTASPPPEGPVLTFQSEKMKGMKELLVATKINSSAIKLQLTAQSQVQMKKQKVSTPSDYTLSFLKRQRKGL
# ELG1 repair inh: qHTS screen for small molecules that inhibit ELG1-dependent DNA repair in human embryonic kidney (HEK293T) cells expressing luciferase-tagged ELG1; HEK293T ELG1-luciferase reporter, luminescence, 16 h; DNA damage induced by 5-fluorouridine; Potency, µM (highest dose often 46.1 µM), inactives show at the top dose activity change, negative = inhibition, actives largely listed as inhibitors; actives 2.3% (n = 330,000); AID 504467, 2011; further: potency means the concentration at half of the fitted maximal effect; on the % scale 0 is the no-effect control and ±100 the full control effect; nearly all actives have a fitted effect of over 55% in size
#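 Reporter activity after DNA damage by 5-fluorouridine is monitored. Compound-treated cells incubate 16 hr at 37 °C, then ONE-Glo is added for 30 min before luminescence reading.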
# PKM2 act: qHTS Assay for Activators of Human Muscle isoform 2 Pyruvate Kinase. Potency, µM (series often up to 57.5 µM), for the others: at the top dose activation, actives largely listed as activators. actives 0.34% (n = 260,000). purified PKM2, Kinase-Glo ATP luminescence, activation; response scale: 0% is enzyme alone, no compound. AID 1631, 2009; further: potency means the concentration at half of the fitted maximal effect; on the % scale 0 is the no-effect control and ±100 the full control effect; nearly all actives have a fitted effect of over 55% in size
#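 Purified hPK-M2 (>95%) run at intermediate activity with 0.1 mM ADP and 0.5 mM PEP in 50 mM imidazole pH 7.2, KCl, MgCl2; 1 h room temperature. ATP formed read by Kinase-Glo luminescence; normalized to uninhibited and no-enzyme controls.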
# Mito fusion act: qHTS Assay for Small Molecule Inhibitors of Mitochondrial Division or Activators of Mitochondrial Fusion; S. cerevisiae fusion-defective mutant growth rescue, CellTiterGlo 48 h; Potency, µM (doses to about 46.1 µM), without a hit: top-dose growth rescue (activation), usual class: activators; actives 0.23% (n = 320,000); AID 485298, 2010;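 further: potency means the concentration at half of the fitted maximal effect; % of control where 0% means no effect; nearly all actives have a fitted effect of over 45% in size; temperature-sensitive fusion mutants such as fzo1-1 at 37 °C on non-fermentable ethanol glycerol medium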
#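 Compounds are tested for their ability to restore growth of mitochondrial fusion-defective yeast strains at non-permissive 37C in YPEG medium over 48 hours. Viability is quantified by luciferase luminescence.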
# RORgamma inh: qHTS for inhibitors of ROR gamma transcriptional activity; Nuclear receptor ROR-gamma (Mus musculus), P51450; AID 2551, 2010; Drosophila S2 Gal4-RORgamma UAS-luciferase reporter, 20 h; actives 5.4% (n = 310,000); Potency, µM (top dose mostly 53.6 µM), for the others: at the top dose activity change, negative = inhibition, hits mostly inhibitors; further: potency means the concentration at half of the fitted maximal effect; on the % scale 0 is the no-effect control and ±100 the full control effect; nearly all actives have a fitted effect of over 60% in size
#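 Read-out: Photinus luciferase luminescence; inhibitors lower reporter signal. Insect Schneider cells with Gal4-ROR gamma fusion under metallothionein promoter, UAS reporter; 700 uM final copper sulfate induction, 20 hr, ambient temperature.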
# Rab9 promoter act: qHTS Assay for Rab9 Promoter Activators | AID 485297, 2010 | Huh7 Rab9 promoter-luciferase reporter, luminescence, 24 h | actives 2.8% (n = 320,000) | Potency, µM (highest dose often 9.22 µM), for the others: top-dose activation, negative = inhibition, actives largely listed as activators; further: potency means the concentration at half of the fitted maximal effect; % of control where 0% means no effect; nearly all actives have a fitted effect of over 60% in size
#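 Quantitative HTS format; Huh7 Rab9-luciferase reporter cells (1500/well) receive compound 2 h post-plating, incubate 24 h at 37 °C, then get luciferase reagent for 10 min before luminescence reading.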
# Starred values were filed as active, the others as inactive; ? = inconclusive; . = not tested or not shown; [ ] = dose if it differs, or a comment. Unless noted, the call rests on the fitted dose curve; in most records, active means well fitted curve in the direction sought with a large enough effect; inconclusive means small, poorly fitted or top-dose-only effect, or another doubt; inactive means no such curve, though single readings can be large; an effect the other way counts as inactive or inconclusive. This is a subset; the hit share may differ from the screen's.
SMILES,VP16 counter,FLuc modulator,KCNH2 3.1 inh,NPC1 promoter act,MBNL1 CUG block,Menin MLL FP TR,ELG1 repair inh,PKM2 act,Mito fusion act,RORgamma inh,Rab9 promoter act
O=C(c1ccc(F)cc1)c1c[nH]c(C(=O)NCCCN2CCOCC2)c1,21%,-1%,3,-1%,-8%,-9%,-3%,-3%,-8%,28%,-1%
O=C(OCC(=O)c1c[nH]c2ccccc12)c1ccc([N+](=O)[O-])s1,-21%,?,-2,0%,?,?,?,19%,-34%[inhibitor],1%,0%
Cn1c(NC(=O)C2CCCO2)cc(=O)n(C)c1=O (stereo not given),-4%,2%,1,11%,-1%,-4%,10%,3%,-2%,-20%,3%
Cn1ncc(Cl)c1C(=O)N1CCN(C(=O)c2ccco2)CC1,-4%,-1%,14,-1%,-6%,-21%,2%,2%,-1%,3%,-11%
N#C/C(=C/Nc1ccccc1)c1ccsc1,-14%,?,-18,.,1%,-3%,.,-4%,3%,-9%,.
CS(=O)(=O)c1nncn1-c1ccccc1,17%,5%,-1,-1%,-7%,-4%,8%,0%,-1%,17%,-1%
Cc1cccc(NC(=O)CNC(=O)CSc2nc(N)cc(N)n2)c1C,.,1%,-27,-4%,.,.,12%,.,-2%,.,0%
Cc1cc(SCC(=O)OCC(=O)NC(C)c2ccccc2)c(C)cc1Br (stereo not given),-1%,-1%,-17,-1%,.,12%,0%,-1%,-4%,22%,2%
O=C(NCCN1CCOCC1)c1ccc2c(c1)ncn2C1CCCC1,5%,-1%,7,1%,-7%,13%,?,-1%,-2%,7%,9%
COc1ccccc1NC(=O)Nc1nc(CC(=O)NCc2ccc(F)cc2)cs1,.,?,-4,3%,.,.,?,.,-8%,.,-2%
COC(=O)C1=CN(Cc2ccc(OC)c(OC)c2)C=C(C(=O)OC)C1c1ccccc1F,-9%,1%,45,-2%,?,-16%,?,3%[11.5 µM],3%,?,17%
O=C(O)C(=O)/C(=C\c1cccc2ccccc12)c1ccc2ccccc2n1,-13%,-1%,12,-2%,-9%,6%,-14%,2%,4%,0%,7%
CC(C)(C)NC(=O)C(c1ccccc1)N(C(=O)C1CSC(=O)C1)c1ccccc1 (stereo not given),-1%,-2%,0,-1%,-1%,-1%,12%,-3%,-7%,19%,3%
Cc1ccc(O)c(NC(=O)c2cc([N+](=O)[O-])ccc2Cl)c1,?,0%,-7,0%,?,?,?,2%,5%,5%,-8%
O=C(COc1ccccc1)Nc1ccccc1F,-9%,?,-3,?,0%,-14%,?,-14%,2%,-7%,0%
CSc1ccc(OC2CCCCC2NS(=O)(=O)c2ccc(Cl)cc2)cc1 (stereo not given),-17%,7%,-3,2%,-6%,10%,-14%,0%,-12%,?,-7%
CC(Sc1n[nH]c(-c2cccs2)n1)C(=O)Nc1ccc(C(N)=O)cc1 (stereo not given),.,-19%,0,0%,.,.,?,.,0%,.,-3%
COCCCn1c(C(=O)NCCN2CCOCC2)cc2c(=O)n3ccccc3nc21,?,2.7µM*,3,-4%,?,.,8%,8%,2%,-32%,-2%
O=[N+]([O-])c1cnc(Nc2ccc(Cl)cn2)c([N+](=O)[O-])c1,?,-1%,-2,17%,?,-2%,?,-4%,-17%,?,7%
O=C(CN1CCN(c2ccccn2)CC1)Nc1ccccc1Br,-7%,-3%,-2,-1%,3%,-13%,?,.,0%,-41%,2%
CCCCn1c(N)c(C(=S)NC(=O)CC(C)C)c(=O)n(C)c1=O,1.1µM*,1%,15,-5%,.,2%,2%,2%,?,1.1µM*,-4%
COc1ccc([N+](=O)[O-])cc1NCc1cccc([N+](=O)[O-])c1,0%,-6%,-32,3%,?,?,18%,-8%,?,-4%,-1%
Cc1ccc(/C=N/NC(=O)c2csc3c2CCCC3)cc1,-12%,11µM*,-28,0%,16%,-4%,?,2%,0%,?,24%
Cc1ccc(C(=O)N2CCOCC2)cc1Cl,-2%,-2%,8,-2%,0%,1%,3%,-10%,0%,2%,-3%

# Some of the entries above, set out differently.
# Each structure is followed by: VP16 counter	FLuc modulator	KCNH2 3.1 inh	NPC1 promoter act	MBNL1 CUG block	Menin MLL FP TR	ELG1 repair inh	PKM2 act	Mito fusion act	RORgamma inh	Rab9 promoter act
CSc1ccc(OC2CCCCC2NS(=O)(=O)c2ccc(Cl)cc2)cc1 (stereo not given)
 : -17%	7%	-3	2%	-6%	10%	-14%	0%	-12%	?	-7%
CC(Sc1n[nH]c(-c2cccs2)n1)C(=O)Nc1ccc(C(N)=O)cc1 (stereo not given)
 : .	-19%	0	0%	.	.	?	.	0%	.	-3%
COCCCn1c(C(=O)NCCN2CCOCC2)cc2c(=O)n3ccccc3nc21
 : ?	2.7µM*	3	-4%	?	.	8%	8%	2%	-32%	-2%
O=[N+]([O-])c1cnc(Nc2ccc(Cl)cn2)c([N+](=O)[O-])c1
 : ?	-1%	-2	17%	?	-2%	?	-4%	-17%	?	7%
O=C(CN1CCN(c2ccccn2)CC1)Nc1ccccc1Br
 : -7%	-3%	-2	-1%	3%	-13%	?	.	0%	-41%	2%
CCCCn1c(N)c(C(=S)NC(=O)CC(C)C)c(=O)n(C)c1=O
 : 1.1µM*	1%	15	-5%	.	2%	2%	2%	?	1.1µM*	-4%
COc1ccc([N+](=O)[O-])cc1NCc1cccc([N+](=O)[O-])c1
 : 0%	-6%	-32	3%	?	?	18%	-8%	?	-4%	-1%
Cc1ccc(/C=N/NC(=O)c2csc3c2CCCC3)cc1
 : -12%	11µM*	-28	0%	16%	-4%	?	2%	0%	?	24%
Cc1ccc(C(=O)N2CCOCC2)cc1Cl
 : -2%	-2%	8	-2%	0%	1%	3%	-10%	0%	2%	-3%

# Continued.
SMILES,VP16 counter,FLuc modulator,KCNH2 3.1 inh,NPC1 promoter act,MBNL1 CUG block,Menin MLL FP TR,ELG1 repair inh,PKM2 act,Mito fusion act,RORgamma inh,Rab9 promoter act
Cc1cccc(-c2noc(-c3ccno3)n2)c1,-11%,21µM*,21,29%,.,.,?,-8%,-3%,26%,?
Cc1c(/C=N/O)c2ccccn2c1C=O,-2%,1%,8,1%,18%,4%,-21%,-2%,4%,-38%,1%
COc1ccc(-c2nnc(SCC(=O)NC(=O)NCc3ccccc3)o2)cc1,6%,2%,-118*,-2%,16%,?,7%,0%,0%,-10%,3%
COc1ccc(N(C(=O)c2ccncc2)S(=O)(=O)c2ccc(OC)c(OC)c2)cc1,-1%,15%,5,-3%,8%,3%,1%,7%,1%,-18%,-4%
COc1ccc(N2CCN(C(=O)c3ccc(C)c(Cl)c3)CC2)cc1,?,4%,6,.,2%,?,.,3%,-22%,41%,.
O=C1ON=C(c2ccc(Cl)cc2)/C1=C/c1ccc(O)cc1,?,11µM*,-5,-5%,-1%,?,?,?,25%,-103%,-10%
O=C1/C(=C/c2ccccc2)Oc2cc(OC(=O)N3CCOCC3)ccc21,?,13µM*,8,?,11%,-21%,?,2%,3%,18%,20%
CCCSc1nc(=O)n2cccc(C)c2n1,26%,2%,-11,-1%,-3%,0%,?,0%,3%,27%,2%
